EPAC2 antagonist = qHTS for Antagonist of cAMP-regulated guanine nucleotide exchange factor 2 (EPAC2): primary screen; EPAC2 GEF exchange of Rap1B-BODIPY-GDP, fluorescence; Potency, µM (top dose mostly 114 µM), for inactives: top-dose activity, negative = inhibition, usual class: inhibitors; 360,000 tested, 0.18% active; AID 720708, 2013; also: potency is read from the fitted curve at half-maximal effect; % is scaled to controls: 0 for no effect and ±100 for the full control effect; nearly all actives have a fitted effect of over 45% in size; many of its hits are not listed in these tables
EPAC2 ag = qHTS for Agonist of cAMP-regulated guanine nucleotide exchange factor 4 (EPAC2): primary screen; Rap guanine nucleotide exchange factor 4 (Homo sapiens), Q8WZA2; EPAC2 activation, biochemical qHTS; response scale: 100% = 6.5 mM cAMP response; Potency, µM (top dose mostly 154 µM), inactives show at the top dose activation, most hits filed as activators; 360,000 tested, 0.079% active; also: potency is read from the fitted curve at half-maximal effect; nearly all actives have a fitted effect of over 50% in size
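Readout is BODIPY fluorescence (480 nm excitation, 540 nm emission), which falls as labeled GDP is exchanged off Rap1B. EPAC2 at 100 nM acted on 250 nM RAP1B-BODIPY-GDP with 50 uM GDP present.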
MmCpn inh = Inhibitors of TCP-1 ring complex (TRiC) of Methanococcus maripaludis (MmCpn): qHTS. Potency, µM (top dose mostly 76.9 µM), without a hit: at the top dose activity, negative = inhibition, actives largely listed as inhibitors. Chaperonin Mm-Cpn (Methanococcus maripaludis). purified Mm-Cpn ATPase, ADP Transcreener TR-FRET. AID 504842, 2011. 330,000 tested, 0.031% active; also: potency is read from the fitted curve at half-maximal effect; % is scaled to controls: 0 for no effect and ±100 for the full control effect; nearly all actives have a fitted effect of over 80% in size
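Quantitative HTS used 25 nM Mm-CPN and 10 uM ATP in magnesium/KCl Tris buffer, pH 7.4, with 1 mM DTT. Hydrolysis ran 30 min at 37°C; ADP was read by HTRF.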
D3 ag = qHTS of D3 Dopamine Receptor Agonist: qHTS. D3R DiscoveRx beta-arrestin cells, luminescence, 90 min. max activation, %. 410,000 tested, 0.58% active. AID 652048, 2013; in the data active = max activation above about 30%; also: 0% is about no effect; mostly tested at two doses, the higher about 12 µM
Target sequence (P35462 whole entry, looked up): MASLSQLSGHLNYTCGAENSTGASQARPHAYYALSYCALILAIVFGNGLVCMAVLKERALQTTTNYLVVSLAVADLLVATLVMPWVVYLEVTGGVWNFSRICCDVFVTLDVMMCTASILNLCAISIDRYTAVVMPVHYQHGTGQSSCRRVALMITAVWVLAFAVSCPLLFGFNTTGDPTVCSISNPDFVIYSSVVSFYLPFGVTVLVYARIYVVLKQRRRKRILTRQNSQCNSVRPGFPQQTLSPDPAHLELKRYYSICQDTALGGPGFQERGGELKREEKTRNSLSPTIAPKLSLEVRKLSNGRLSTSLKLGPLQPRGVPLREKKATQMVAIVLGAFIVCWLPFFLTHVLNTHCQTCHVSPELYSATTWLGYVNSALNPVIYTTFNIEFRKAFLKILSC
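Agonist-mode cell screen: cells plated at 1500/well and incubated overnight at 37 °C, then exposed to library compounds for 90 min at 37 °C. Detection reagent was added for 30–60 min at room temperature, and luminescence was read.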
Akt phos inh = HTS Assay for Inhibitors of Akt Phophorylation: Primary Screen; Neuro2A IGF-stimulated pAkt S473 HTRF, 20 min; stronger effect = lower value; activity change, % for hits at 50 µM; 360,000 tested, 0.32% active; in the data active = activity change below about -80%; inconclusive = mostly about -51% to -80%; also: % is scaled to controls: 0 for no effect and ±100 for the full control effect
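Neuro2A cells in DMEM with 0.5% FBS, overnight at 37 deg C, given compound at single 50 µM final, then IGF (6 nM final) for 20 min at 37 deg C. Lysed; phospho-Akt Ser473 by HTRF after 24 h, 665/615 ratio.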
PTHR1 ag = qHTS for PTHR1 Agonists: Primary Screen | 410,000 tested, 0.075% active | HEK293 GP2 PTHR1 cells, GloSensor cAMP luminescence, 1 h | Potency, µM (series often up to 115 µM), without a hit: top-dose activation, actives largely listed as activators | AID 743266, 2014 | Parathyroid hormone/parathyroid hormone-related peptide receptor (Homo sapiens), Q03431; also: potency is read from the fitted curve at half-maximal effect; nearly all actives have a fitted effect of over 55% in size; some results filed as inactive show a strong effect at the top dose; inactives centre near -15; many of its hits are not listed in these tables
Target sequence (Q03431 whole entry, looked up): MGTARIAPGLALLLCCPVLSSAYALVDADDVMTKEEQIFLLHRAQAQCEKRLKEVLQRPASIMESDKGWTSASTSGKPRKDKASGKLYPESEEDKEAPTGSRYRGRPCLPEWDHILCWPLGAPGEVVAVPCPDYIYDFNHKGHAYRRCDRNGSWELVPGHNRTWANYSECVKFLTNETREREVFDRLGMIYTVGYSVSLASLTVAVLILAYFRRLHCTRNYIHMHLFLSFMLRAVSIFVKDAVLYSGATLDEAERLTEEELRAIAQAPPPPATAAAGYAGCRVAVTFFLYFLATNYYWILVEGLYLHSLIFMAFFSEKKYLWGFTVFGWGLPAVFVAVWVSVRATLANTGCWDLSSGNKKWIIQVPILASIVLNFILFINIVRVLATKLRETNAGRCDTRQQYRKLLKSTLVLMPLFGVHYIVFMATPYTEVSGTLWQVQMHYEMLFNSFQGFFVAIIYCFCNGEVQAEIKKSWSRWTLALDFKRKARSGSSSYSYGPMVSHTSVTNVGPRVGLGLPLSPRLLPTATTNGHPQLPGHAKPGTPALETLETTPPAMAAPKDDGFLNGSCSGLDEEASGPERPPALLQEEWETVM
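HEK-293-derived GP2 cells expressing PTHR1 and a GloSensor cAMP reporter, 3,000/well, plated overnight, given luciferin plus IBMX (each 0.5 mM as added) for 1 h at 37 °C, then compound for 1 h at 37 °C. Luminescence was read after 15 min at room temperature.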
CCT chaperon mod = High-Throughput Screening for Modulators of Cytosolic Chaperonin Activity; purified chaperonin ATPase assay, HTRF ADP detection, 30 min; activity change, % (concentration not given with the values), hits read low; 360,000 tested, 0.3% active; in the data active = activity change below about -30%; also: % is scaled to controls: 0 for no effect and ±100 for the full control effect
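Enzyme 40 or 20 nM (batch-dependent) in Tris pH 7.4/KCl/MgCl2/DTT; cpd 76 uM single point; ATP 10 uM; 30 min 37 °C; Transcreener ADP HTRF detection, 30 min RT; ratio 665/615.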
DRD3 antagonist = qHTS of D3 Dopamine Receptor Antagonist: qHTS; max response, negative = inhibition, %; D3R cells, DiscoveRx beta-arrestin luminescence, antagonist mode; stronger effect = lower value; AID 652054, 2013; D(3) dopamine receptor (Homo sapiens), P35462; 360,000 tested, 2.5% active; in the data active = max response below about -50%; inconclusive = no clear call, values can overlap the other calls; also: % is scaled to controls: 0 for no effect and ±100 for the full control effect; mostly tested at two doses, the higher about 12 µM
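Cells expressing the human receptor were seeded at 1500 cells/well, incubated overnight at 37 degrees C in 5% CO2, then exposed to library compounds with dopamine controls for 90 minutes at 37 degrees C before luminescent detection.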
* marks the source's active call; other numbers are inactive results; i = inactive; ? = inconclusive; / = no result given; [ ] = remark or other dose. Unless noted, calls follow the shape of the dose curve; as a rule, active = well fitted curve in the direction sought with a large enough effect; inconclusive = small, poorly fitted or top-dose-only effect, or another doubt; inactive = no such curve, though single readings can be large; an effect the other way counts as inactive or inconclusive.

compound | EPAC2 antagonist | EPAC2 ag | MmCpn inh | D3 ag | Akt phos inh | PTHR1 ag | CCT chaperon mod | DRD3 antagonist
Cc1ccc(C(=O)NCCn2cc(SCC(=O)N3CCOCC3)c3ccccc32)cc1 | -0.5% | -2.7% | 1.0% | -7.0 | i | -38.2%[inhibitor] | 2.8 | -4.3
CCOc1cccc(N(C(=O)CNC(=O)c2ccco2)C(C(=O)NCC2CCCO2)c2ccccc2)c1 (stereo not drawn) | -10.1% | 1.2% | -1.5% | 4.1 | i | 3.1% | -0.1 | 9.2
Clc1ccc(CO/N=C2\CCCc3nonc32)cc1 | -0.3% | 0.0% | 0.5% | -2.4 | i | -14.8% | 2.0 | 9.8
CCN1CCSc2ccc(C(=O)Nc3ccc(NC(C)=O)cc3)cc21 | 3.3% | 3.4% | -20.3% | -8.1 | i | -8.7% | -1.4 | -13.3
CCCCNC(=O)NC1(C(F)(F)F)Oc2ccccc2O1 | 5.2% | 6.8% | 0.4% | 1.8 | i | i | 0.3 | -0.1
O=S(=O)(Cc1ccccc1Cl)N1CCCCC1 | -0.4% | 0.6% | 0.6% | -1.4 | i | i | 0.2 | ?
CN(C)c1ccc(C=NNC(=O)c2cccc3ccccc23)c(Cl)c1 | 2.9% | 8.4% | / | -7.4 | i | -8.6% | 1.0 | -18.9
C/C(=N\NS(=O)(=O)c1ccc(Br)cc1)c1ccc(-n2ccnc2)cc1 | -0.2% | 3.6% | 1.5% | 3.4 | i | -5.2% | 1.5 | -9.8
Cc1nc(C)c(C(=O)N/N=C/c2c[nH]c3ccccc23)s1 | 7.0% | -3.7% | -5.3% | -11.9 | i | -9.8% | 0.6 | -25.5
Cc1nn(-c2ccccc2)c(C)c1C1C(C#N)=C(N)Oc2n[nH]c(C)c21 (stereo not drawn) | 6.9% | -1.7% | 0.7% | 7.2 | i | i | 1.1 | 12.1
COc1cc(C(=O)NC2CCN(C)CC2)ccc1Nc1ncc2c(n1)N(CCc1ccccc1)CCC(=O)N2C | 13.6% | 3.8% | / | 10.1 | i | i | -1.6 | -3.7
CC1(c2ccccc2)NC(=O)N(CC(=O)Nc2ccc(N3CCOCC3)cc2)C1=O (stereo not drawn) | -7.1% | 8.6% | -3.7% | 5.1 | i | ? | -1.5 | -10.8
CCS(=O)(=O)Nc1ccc(C(=O)CC2(O)C(=O)Nc3ccccc32)cc1 (stereo not drawn) | -0.6% | 3.9% | 1.0% | 2.0 | i | i | -1.6 | 4.0
Cc1cc(NC(=O)Nc2cccc(C(F)(F)F)c2)no1 | -13.3% | -4.4% | / | -4.3 | ? | -13.1% | -0.9 | 13.2
CCN1CCN(C(=O)c2cc3c(-c4ccc(Cl)cc4)nn(C)c3s2)CC1 | -2.9% | 1.1% | -3.1% | -9.3 | i | i | -0.7 | 0.4
CCO[C@H]1OC(C(=O)NCc2nc3ccccc3[nH]2)=C[C@@H](c2ccc(Br)cc2)[C@@H]1CCCO | ? | -9.0% | / | 11.5 | i | i | -1.0 | 2.9
CCN(CC)CCn1c(=N)n(CC(O)c2ccc(OC)c(OC)c2)c2ccccc21 (stereo not drawn) | 1.1% | 14.9% | 0.8% | -10.3 | i | ? | 0.7 | -1.1
Cc1ccnc(SCc2cc(=O)c(OC(=O)c3ccco3)co2)n1 | -9.8% | 5.9% | 0.0% | 4.0 | i | -8.5% | 2.1 | 15.8
Cc1ccc(C(=O)C2CCN(C(=O)c3ccc(C)cc3)CC2)cc1 | -1.7% | 13.3% | 0.1% | -8.0 | i | -67.4%[inhibitor] | -0.5 | -8.0
COCc1ccc(CN2CCCC(CO)(Cc3ccccc3)C2)o1 (stereo not drawn) | 11.8% | 5.8% | -7.2% | -6.8 | i | i | 0.9 | -4.7
CCOC(=O)c1[nH]c2ccc(OCC)cc2c1NC(=O)CN1CCC2(CC1)OCCO2 | -2.4% | -0.7% | -1.9% | 0.7 | i | -7.6%[57.5 µM] | -1.1 | -3.4
O=C(O)/C=C/C(=O)N(Cc1ccc2c(c1)OCO2)C1CC(=O)N(CCc2ccccc2)C1=O (stereo not drawn) | -2.4% | 5.4% | -4.6% | -10.9 | i | i | -1.9 | -11.3
Cc1cc(Cl)ccc1OCC(=O)N1CCCCC1 | -1.3% | -1.3% | -3.6% | -0.2 | i | i | -0.1 | 1.1
CC(=O)c1cccc(-c2ccc3c(c2)C(C)(Cc2ccc(S(C)(=O)=O)cc2)C(=O)N3)c1 (stereo not drawn) | -12.3% | 8.5% | / | 1.6 | / | -51.4%[inhibitor] | 0.8 | 20.1
Nc1ccc(Sc2nc3ccccc3[nH]2)cc1 | -8.6% | 3.4% | 1.3% | -0.8 | i | -6.5% | -0.4 | 0.4

Reformatted: entries from further up
The line under a structure holds: EPAC2 antagonist, EPAC2 ag, MmCpn inh, D3 ag, Akt phos inh, PTHR1 ag, CCT chaperon mod, DRD3 antagonist
CC(=O)c1cccc(-c2ccc3c(c2)C(C)(Cc2ccc(S(C)(=O)=O)cc2)C(=O)N3)c1 (stereo not drawn)
  -12.3%, 8.5%, /, 1.6, /, -51.4%[inhibitor], 0.8, 20.1
O=C(O)/C=C/C(=O)N(Cc1ccc2c(c1)OCO2)C1CC(=O)N(CCc2ccccc2)C1=O (stereo not drawn)
  -2.4%, 5.4%, -4.6%, -10.9, i, i, -1.9, -11.3

Other structures.
compound | EPAC2 antagonist | EPAC2 ag | MmCpn inh | D3 ag | Akt phos inh | PTHR1 ag | CCT chaperon mod | DRD3 antagonist
COc1ccccc1NC(=O)CN1C(=O)NC(CC(C)C)C1=O (stereo not drawn) | 0.4% | -0.8% | 0.6% | -1.9 | i | -3.8% | -0.5 | 1.8
COc1ccccc1Oc1cc(-n2nc(C)cc2C)ncn1 | -15.4% | 3.7% | -0.2% | -19.2 | i | -25.6% | -1.5 | ?
CCOC(=O)c1c(N)sc(C(=O)Nc2ccccc2)c1C | ? | 6.6% | -0.7% | -1.6 | i | -40.8%[inhibitor] | -0.4 | 21.1
CCc1ccc(S(=O)(=O)Nc2c(C)nc3nc[nH]n3c2=O)cc1 | -3.3% | 9.4% | -0.5% | 4.2 | i | -22.1% | -4.3 | 6.2
CCOCCC(=O)Nc1ccc2c(c1)c(=O)n(C)n2-c1ccccc1F | -4.5% | 7.4% | / | 1.9 | i | -22.1% | -0.2 | -5.4
Clc1nc(-c2ccccn2)nc2scc(-c3ccccc3)c12 | -19.8% | 9.4% | 1.2% | -27.3 | i | -12.8% | 1.7 | 0.0
Cc1ccc(NC(=O)COC(=O)CN2CSCC2=O)cc1C | -0.3% | 2.0% | 2.1% | 3.1 | i | i | -1.6 | 18.0
Clc1ccc2[nH]c3c(NCCCN4CCOCC4)ncnc3c2c1 | 2.1% | 3.1% | -0.3% | -1.6 | i | i | -0.1 | -24.6
Cc1cc(O)c(CN2CCN(S(=O)(=O)c3cccs3)CC2)cc1C(C)C | -10.9% | 1.1% | 2.0% | 5.8 | i | -25.4% | -0.7 | 1.8
COc1cccc(NC(=O)Nc2cc(C)on2)c1 | -13.4% | -1.9% | -0.9% | 0.0 | i | -9.4% | 1.7 | 8.0
Cc1cc(C)cc(NC(=O)C2CCCC2)c1 | -8.9% | 11.6% | -0.4% | -15.2 | i | 2.9% | -2.8 | -26.2
CC(=O)c1cccc(NC(=S)NCc2ccco2)c1 | 0.5% | 5.8% | -1.0% | 1.7 | i | -12.3% | -4.2 | 7.8
CCN(CC)C(=O)c1cc(-c2ccccc2OC)on1 | -4.4% | 0.1% | 1.3% | 2.5 | i | -3.1% | -0.6 | 8.7
O=C(c1ccco1)N1CCN(C(=O)C2CC(=O)N(c3ccccc3)C2)CC1 (stereo not drawn) | -1.6% | 11.4% | -1.6% | -3.8 | i | i | -3.1 | -13.4
CC1(C)CC(=O)c2sc(NS(=O)(=O)Cc3ccccc3)nc2C1 | 1.6% | 12.8% | -7.3% | 9.8 | i | -10.0% | 1.6 | 1.5
COC(=O)c1cc(NC(=O)Cc2cccs2)cc(C(=O)OC)c1 | 7.2% | 5.3% | 1.3% | -2.2 | i | -9.9% | 0.1 | -12.3
COc1cc2[nH]c(=O)n(CCCCCC(=O)NC3CCCC3)c(=O)c2cc1OC | 10.8% | -3.3% | 0.4% | 20.1 | i | 8.9% | 2.0 | 11.5
Cc1ccc(C2NC(=O)c3c(sc4c3CCN(C)C4)N2)s1 (stereo not drawn) | -4.5% | 12.2% | -3.7% | -25.2 | i | i | -2.0 | -55.4*
COc1ccc(NC(=O)CCN2CCN(Cc3ccccc3)CC2)c(OC)c1 | -2.7% | 2.4% | -0.4% | 21.4 | i | i | -1.6 | ?
Cc1cc(C)cc(NC(=O)CSc2nc3ccncc3[nH]2)c1 | -8.3% | 6.2% | 0.2% | 11.4 | i | -9.9% | 0.6 | -10.7
COc1cccc(C(=O)N/N=C(/CCC(=O)O)c2ccccc2)c1 | 1.6% | -2.5% | -1.7% | 0.8 | i | i | -0.3 | -0.2
Cc1cc(C)nc(SCC(=O)N/N=C/c2cccs2)n1 | -0.9% | 15.1% | -0.1% | -11.4 | i | -16.3% | -2.8 | 10.9
CCOc1ccc2nc(NC(=O)CSc3nnc(-c4ccncc4)n3CC3CCCO3)sc2c1 (stereo not drawn) | 6.7% | -5.6% | -1.5% | 0.7 | i | -6.8% | -0.1 | -1.9
Cc1ccc(CC2C(=O)N(c3ccc(F)cc3)C(=O)C2C)cc1 (stereo not drawn) | -2.9% | -2.3% | -0.9% | -0.3 | i | -7.5% | -2.6 | -2.7
COc1ccc2c(Cn3cnc4cc([N+](=O)[O-])ccc4c3=O)cc(=O)oc2c1 | -5.1% | 7.1% | 0.2% | -19.2 | i | -16.7% | -1.0 | 0.0
CCC1CCCCN1CCCNC(=O)CN1C(=O)COc2ccc(S(=O)(=O)N3CCOCC3)cc21 (stereo not drawn) | -3.9% | 5.7% | 2.1% | -7.3 | i | -23.3% | -0.8 | -13.0
COc1ccc(CN2C(=O)c3ccc(C(=O)O)cc3C2=O)cc1 | -12.5% | -1.9% | -0.9% | 1.9 | i | i | -2.4 | -11.5

Compound activity from PubChem BioAssay.

An excerpt, so the mix of outcomes need not match the whole.
